Source: PubChem BioAssay (several laboratories)
GRK2 aptamer HTS – inhibitors of human GRK2 displacing RNA aptamer. hit rate 0.59% among 330,000. inhibition of aptamer binding, % at 10 µM. bead flow cytometry, FAM-aptamer displacement from GRK2;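 active means inhibition of aptamer binding above 40%, roughly 3 SD of noise, on plates passing a quality check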;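 further: median bead fluorescence of bound FAM aptamer so fluorescent compounds give negative values; no value below 0 was filed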
Fam108B counter – counter-screen for RBBP9 inhibitors: inhibitors of mouse Fam108B; hit rate 0.33% among 300,000; AID 1947; recombinant Fam108B, FP-Rh probe fluorescence polarization; inhibition, % at 9.51 µM;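 active means inhibition above the screen mean inhibition plus 3 SD, computed separately per campaign, cut at about 18% in these data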;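 further: inhibitors lower polarization as less probe binds the enzyme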
GLD-1 RNA inh – GLD-1-TGE RNA interaction inhibition (C. elegans); Q17339; purified GLD-1 + fluorescein TGE RNA, fluorescence polarization; inhibition, % at 5.96 µM; hit rate 0.44% among 320,000;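 active means percent inhibition above a per-plate cutoff, the plate mean of test compounds plus 3 SD, cut at about 30% in these data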;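 further: 0% = DMSO wells with GLD-1 and probe and 100% = wells lacking GLD-1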
Target sequence (Q17339 whole entry, looked up): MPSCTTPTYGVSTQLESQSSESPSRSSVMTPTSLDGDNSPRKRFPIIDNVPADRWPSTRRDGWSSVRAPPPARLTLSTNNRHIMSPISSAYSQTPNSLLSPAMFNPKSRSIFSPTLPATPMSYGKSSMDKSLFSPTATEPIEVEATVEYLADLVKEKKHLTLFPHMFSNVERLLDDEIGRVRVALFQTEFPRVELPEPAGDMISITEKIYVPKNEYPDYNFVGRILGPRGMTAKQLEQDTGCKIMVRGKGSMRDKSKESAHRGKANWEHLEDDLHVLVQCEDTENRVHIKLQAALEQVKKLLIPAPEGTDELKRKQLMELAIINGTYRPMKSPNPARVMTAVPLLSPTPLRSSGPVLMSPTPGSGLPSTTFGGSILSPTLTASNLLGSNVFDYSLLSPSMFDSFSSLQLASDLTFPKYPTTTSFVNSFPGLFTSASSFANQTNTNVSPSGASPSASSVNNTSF
CIT2 TOR yeast – yeast TOR pathway CIT2-GFP modulation; S. cerevisiae CIT2-GFP strain, flow cytometry, 3 h; 100 means same as DMSO wells; GFP response vs DMSO, % at 10 µM; hit rate 0.065% among 320,000; AID 2029;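 active means GFP response relative to DMSO above a set limit, near the screen mean plus 3 SD, cut at about 150% in these data; inconclusive means Fewer than 70 cells measured for a yeast strain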;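 further: ratio of well median GFP fluorescence to mean of DMSO wells on the plate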
VLA-4 inh – inhibition in a human VLA-4 binding assay | VLA-4 expressing cells, ligand binding flow cytometry | inhibition, % (about 7 µM as worked out from the volumes in the protocol) | AID 2557 | P13612 | hit rate 0.2% among 330,000; in the data active means inhibition above about 50%
BCLXL inh – inhibitors of human Bcl-xL; Q07817; GST-Bcl-xL / FITC-Bim BH3 peptide fluorescence polarization; inhibition, % at 10.9 µM; hit rate 0.7% among 320,000;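 active means inhibition above the mean of all tested compounds plus 3 SD, cutoff set per campaign, cut at about 30% in these data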;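 further: 0% = DMSO wells and 100% = unlabeled Bim-BH3 peptide competitor; inhibitors lower millipolarization by displacing the labeled peptide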
Target sequence (Q07817 whole entry, looked up): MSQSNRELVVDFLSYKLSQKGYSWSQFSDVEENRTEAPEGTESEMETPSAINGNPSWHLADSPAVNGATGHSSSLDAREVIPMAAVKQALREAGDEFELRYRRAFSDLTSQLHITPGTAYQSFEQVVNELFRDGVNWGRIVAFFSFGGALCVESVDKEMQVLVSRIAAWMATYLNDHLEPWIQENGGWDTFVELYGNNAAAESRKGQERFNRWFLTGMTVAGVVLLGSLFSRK
AGP1-GFP MLPCN – alters AGP1-GFP fluorescence in TOR pathway yeast screen; AID 2066; hit rate 0.02% among 320,000; GFP response vs DMSO, % at 10 µM; S. cerevisiae AGP1-GFP multiplex flow cytometry, 3 h; GFP as percent of DMSO wells;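 active means GFP response relative to DMSO above a set limit, near screen average plus 3 SD, cut at about 150% in these data; inconclusive means fewer than 70 cells counted for the yeast strain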;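 further: median GFP channel fluorescence of the gated AGP1 strain per well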
MEX-5 binding – C. elegans MEX-5 TCR-2 RNA binding activity. Q9XUB2. MEX-5/FITC-TCR2 RNA binding, fluorescence polarization; hits give low values. activity score (negative = inhibition of binding), % at 10 µM. hit rate 0.38% among 300,000;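 active means inhibition past about -25% in most replicates, and total fluorescence under double the plate's negative control median, limit read from the data; inconclusive means replicates evenly split on the limit, or fluorescence at least double controls; inactive means too little inhibition in most replicates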;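 further: 0% = DMSO and -100% = 5 µM competing unlabeled TCR2 RNA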
MCL1-BIM inh – disrupts human MCL1 binding to BIM-BH3 peptide; Q07820; GST-MCL1 / FITC-Bim-BH3 fluorescence polarization; inhibition, % at 10.9 µM; hit rate 0.68% among 320,000; AID 2057;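 active means inhibition above the mean inhibition of all tested compounds plus 3 SD, set per campaign, cut at about 40% in these data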;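 further: 0% = DMSO wells and 100% = unlabeled Bim-BH3 peptide control; higher means more loss of mP so more displacement of Bim peptide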
Target sequence (Q07820 whole entry, looked up): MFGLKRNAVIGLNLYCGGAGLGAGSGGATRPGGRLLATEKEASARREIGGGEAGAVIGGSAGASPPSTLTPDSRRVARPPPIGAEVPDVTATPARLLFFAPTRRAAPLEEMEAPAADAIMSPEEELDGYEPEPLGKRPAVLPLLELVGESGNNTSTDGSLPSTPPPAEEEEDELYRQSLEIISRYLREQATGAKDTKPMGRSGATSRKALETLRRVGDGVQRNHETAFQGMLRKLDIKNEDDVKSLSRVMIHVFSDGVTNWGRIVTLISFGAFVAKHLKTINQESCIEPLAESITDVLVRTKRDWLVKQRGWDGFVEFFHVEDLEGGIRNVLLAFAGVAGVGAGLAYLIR
* marks the source's active call; other numbers are inactive results; u = inconclusive; x = not tested or not shown.

SMILES | GRK2 aptamer HTS | Fam108B counter | GLD-1 RNA inh | CIT2 TOR yeast | VLA-4 inh | BCLXL inh | AGP1-GFP MLPCN | MEX-5 binding | MCL1-BIM inh
CCOC(=O)C(/C(N)=N/C(=O)Nc1ccccc1)=C(\C)O | 0.0 | -1.3 | -0.3 | 91.2 | -11.3 | 9.3 | 90.6 | 2.8 | 11.7
O=C(c1ccc2c(c1)OCO2)N1CCC2(CC1)Oc1ccc(F)cc1C(=O)C21CC(c2ccccc2)=NO1 (centres undefined) | 0.0 | -4.0 | -10.1 | 95.5 | 9.0 | -1.4 | 88.8 | 0.0 | 0.0
C/C(CC(=O)Nc1cccc2c1CCCC2)=N\NC(=O)COc1ccccc1 | 5.0 | 1.2 | -0.7 | 107.8 | 23.3 | -0.5 | 102.6 | -3.0 | -0.9
COc1cccc(/C=C/C(=O)c2ccc[nH]2)c1 | 1.0 | -4.3 | 4.5 | 102.5 | 14.3 | 3.1 | 98.5 | 0.6 | 4.0
CCOc1ccc(NC(=O)CN(C)C(=O)CCC2CCCCC2)cc1OCC | 2.0 | x | 7.3 | 98.1 | -8.7 | 6.1 | 96.0 | x | 10.8
Cc1ccc(CC(=O)NC2CCN(Cc3ccccc3)CC2)cc1 | 2.0 | 3.1 | -1.6 | 100.9 | -10.6 | 0.1 | 100.8 | -0.4 | 8.1
O=C(O)CCCC(=O)Nc1nncs1 | 3.0 | 2.3 | 0.2 | 87.1 | -3.3 | 8.9 | 77.2 | 1.1 | 5.6
O=C(CN(C(=O)c1csnn1)c1ccc(F)c(Cl)c1)NCc1ccccc1 | 0.0 | 3.6 | -1.4 | 98.4 | 11.2 | 12.9 | 100.4 | -1.1 | 16.8
Cc1cc(Nc2nn(C)c(N)c2C#N)ccc1F | 1.0 | 0.9 | 3.0 | 101.3 | 5.2 | -0.1 | 97.2 | 2.7 | 7.7
Nc1nonc1C(=O)N/N=C/c1ccc(Br)o1 | 1.0 | -3.0 | 1.3 | 92.4 | -28.8 | -0.7 | 94.7 | -3.0 | -7.8
O=C(Cn1cncn1)NCCC(c1ccccc1)c1ccccc1 | 0.0 | -1.1 | 7.5 | 97.1 | 10.3 | 2.9 | 102.1 | 0.7 | 3.0
CS(=O)(=O)N(CC(=O)N1CCc2ccccc2C1)c1ccccc1Br | 3.0 | 0.0 | 5.2 | 112.2 | -106.8 | 3.7 | 102.7 | 1.1 | -0.5
Cc1c(C(=O)N2CCCCCC2)nnn1-c1nonc1N | 0.0 | 0.1 | 1.4 | u | 1.5 | 2.7 | x | -2.4 | 1.9
Cc1ccc2c(c1)c(-c1csc(N)n1)c(C)n2C | 0.0 | 1.1 | 7.2 | 93.2 | 4.2 | 9.4 | 99.7 | -1.4 | 15.5
CCN1C(=O)N(CC)C(O)(c2ccccc2)C1(O)c1ccccc1 (centres undefined) | 4.0 | 1.8 | -2.5 | 91.2 | 22.8 | -1.4 | 103.2 | 2.0 | -0.1
CNc1oc(Cc2ccccc2)nc1S(=O)(=O)c1ccc(Cl)cc1 | 0.0 | 5.0 | 4.6 | 93.7 | -4.0 | 6.0 | 92.6 | -0.1 | 6.8
CCC(=O)c1ccc(OCC(O)CN2CCN(c3ccc(F)cc3)CC2)cc1 (centres undefined) | 0.0 | -1.5 | -1.7 | 108.9 | 6.2 | 6.1 | 104.7 | -0.4 | 11.1
CC(=O)c1c(C)nc(-c2ccccc2)nc1N | 0.0 | -3.0 | -3.1 | 100.5 | -6.3 | 4.5 | 91.9 | -0.1 | 2.9
COc1cc(OC)cc(N2CCN(S(=O)(=O)c3ccc(-n4cnnn4)cc3)CC2)c1 | 0.0 | 0.1 | 0.5 | 101.6 | 16.0 | 0.6 | 98.5 | 0.9 | -1.5
CC(OC(=O)c1ccncc1)C(=O)Nc1cccc(Cl)c1 (centres undefined) | 1.0 | 2.2 | 2.4 | 92.0 | 2.6 | -1.2 | 99.2 | 0.2 | -8.7
CCOc1c2ccoc2nc2c(OC)c(OC)ccc12 | 2.0 | 2.1 | -6.5 | 88.0 | 6.3 | -2.7 | 94.5 | -1.4 | -1.6
Cc1ccc(NS(=O)(=O)c2c(C)[nH]c(C)c2C(=O)N2CCCCC2)c(Br)c1 | 1.0 | 1.3 | 3.5 | 104.5 | 2.8 | 0.1 | 97.7 | -0.4 | 0.3
O=S(=O)(c1ccc(Cl)s1)N1CCC(Cc2ccccc2)CC1 | 3.0 | 1.6 | 1.0 | 97.9 | -12.1 | 7.2 | 104.1 | 1.2 | 8.2
O=C(O)COc1ccccc1/C=N/NC(=O)c1cc(-c2ccc(Cl)cc2)nc2ccccc12 | 0.0 | -3.0 | 0.5 | 100.7 | 0.1 | 17.9 | 89.2 | 2.2 | 15.8
Cn1c(SCCOc2ccccc2F)nc2ccccc2c1=O | 4.0 | -0.4 | 3.9 | 100.3 | 16.6 | -1.2 | 84.4 | 0.4 | -6.0
CC(OC(=O)c1cccc(Cl)c1)C(=O)NC1CCCCC1C (centres undefined) | 0.0 | -1.5 | 7.9 | 99.8 | -1.4 | 3.7 | 98.7 | -2.3 | -6.8
COc1ccc(-c2c(C(F)(F)F)nn(C)c2NC(=O)CSCC(=O)O)cc1 | 0.0 | 0.3 | -0.9 | 100.4 | 2.0 | 0.6 | 102.5 | -0.5 | 1.0
CCN1/C(=C2\C(=O)N(C)C(=S)N2C)C=Cc2cc(C)ccc21 | 0.0 | -2.0 | -11.6 | 105.5 | 3.5 | 9.4 | 107.5 | -3.8 | 13.8
CCN1CCN(C(=O)c2cn(CC)c3ccc(S(=O)(=O)N(C)C)cc3c2=O)CC1 | 0.0 | -2.0 | 6.3 | 100.8 | -20.4 | 5.7 | 104.7 | -2.0 | 8.3
Cc1cccc(N2CCN(C(=O)CNC(=O)c3ccccc3)CC2)c1C | 0.0 | 0.2 | 4.2 | 78.1 | 13.3 | 5.0 | 77.9 | -0.3 | 0.5
COc1ccc(NC(=O)CCC(=O)N2CCOCC2)c([N+](=O)[O-])c1 | 1.0 | -1.2 | 0.8 | 101.3 | 12.9 | 5.5 | 106.4 | 0.9 | 5.2
CCOc1ccc(OCC)c(NC(=O)CN2CCN(CC)CC2)c1 | 3.0 | -0.2 | 9.3 | 96.6 | 15.6 | 1.7 | 101.8 | 0.1 | 1.2
O=C(CNS(=O)(=O)c1ccc(F)cc1)N1CCOCC1 | 0.0 | -5.9 | 0.1 | 110.5 | 13.5 | 2.3 | 101.0 | -0.8 | 0.6
O=C(c1ccc(N2CCN(C(=O)c3ccccc3Br)CC2)cc1)c1cccc(F)c1 | 0.0 | -7.1 | -0.4 | 108.9 | -10.7 | 5.8 | 97.3 | 1.5 | 6.0
CC(C)c1nc(SCC(=O)Nc2cccc(C(=O)O)c2)c2c3c(sc2n1)CCCC3 | 0.0 | 2.3 | 2.3 | 98.6 | 2.9 | 8.1 | 100.4 | -0.3 | 2.2
CCN(CC(=O)NCc1ccc(F)cc1)S(=O)(=O)c1ccc(Cl)s1 | 1.0 | x | 3.2 | 107.2 | 15.1 | x | 101.7 | x | x
Cc1ccc(C)c(N(CC(=O)N2CCCC2)S(C)(=O)=O)c1 | 2.0 | -2.4 | -1.5 | 103.9 | -2.8 | -5.6 | 102.1 | 5.5 | -5.0
O=C(Nc1ccc(F)cc1)C1CCCN1S(=O)(=O)c1ccc(Br)cc1 (centres undefined) | 3.0 | 1.5 | -2.2 | 147.0 | -3.7 | 3.8 | 112.8 | 1.8 | 1.6
COc1cc2nc(CN(C)Cc3ccc(OC)c(OC)c3OC)[nH]c(=O)c2cc1OC | 3.0 | 1.1 | 1.7 | 83.3 | -1.1 | 0.2 | 90.0 | -0.6 | 4.4
CCC1CCCCN1S(=O)(=O)Cc1ccccc1Cl (centres undefined) | 4.0 | -2.7 | -1.2 | 86.7 | 3.5 | -1.8 | 98.4 | -1.7 | -10.2
Nc1ccc(Br)cc1-c1nc2ccccc2[nH]c1=O | 2.0 | 2.8 | 1.0 | 78.9 | 18.6 | 4.4 | 94.6 | -2.3 | 0.1
O=C(c1ccc(S(=O)(=O)N2CCCCCC2)cc1)N1CCN(c2ccccc2)CC1 | 4.0 | -2.0 | -20.5 | 95.1 | 24.2 | -2.3 | 96.1 | 0.4 | -5.8
C=CCn1c(SCC(=O)c2ccccc2)nnc1-c1ccc2c(c1)OCO2 | 6.0 | -3.3 | -4.3 | 98.9 | 5.7 | -0.6 | 101.9 | x | 4.5
O=C(CN1C(=O)NC2(CCCC2)C1=O)Nc1nc2ccc(F)cc2s1 | 2.0 | 3.6 | 6.7 | 97.3 | -8.1 | -3.1 | 104.1 | -0.5 | -12.9
COc1ccc(OC)c(CCNC(=O)c2sc3nc4n(c(=O)c3c2C)CCC4)c1 | 0.0 | -1.4 | -0.6 | 96.0 | -6.7 | 5.1 | 95.1 | -1.5 | -0.6
CC(=O)c1sc(N/N=C/c2ccc(C(C)C)cc2)nc1C | 1.0 | 3.3 | -14.1 | 90.6 | -30.0 | -1.8 | 103.1 | 1.4 | 3.7
O=C1CCCc2c1cc(C(=O)NC1CCSC1=O)c(=O)n2-c1ccccc1 (centres undefined) | 0.0 | -1.1 | 7.0 | 105.2 | 0.2 | 2.2 | 116.8 | 0.4 | 6.9
COC(=O)c1ccc(S(=O)(=O)N2CCc3ccccc32)cc1 | 0.0 | 0.4 | 11.7 | 94.8 | 5.2 | 4.3 | 99.2 | 1.7 | 5.6
CC(=O)Nc1cc(-c2ccccc2)ccc1O | 6.0 | -6.5 | 1.1 | 93.4 | -16.2 | -10.9 | 104.8 | -0.8 | -15.8
COc1cc2c(cc1C1C(C#N)=C(N)OC3=C1C(=O)CC(C)(C)C3)OCO2 (centres undefined) | 0.0 | 0.9 | -2.9 | 105.4 | 13.9 | 4.8 | 105.1 | -0.1 | 8.1
O=C(CN1CCN(S(=O)(=O)/C=C/c2ccccc2)CC1)NC(=O)NCc1ccco1 | 4.0 | -1.1 | 2.4 | 97.4 | 1.6 | 4.9 | 103.7 | 1.5 | 13.8
O=C(NNc1ccc(C2CCCCC2)cc1)C(O)(c1ccccc1)c1cccs1 (centres undefined) | 0.0 | 0.7 | -3.5 | 96.5 | 8.2 | 5.0 | 91.7 | 0.3 | 0.7
CNC(=S)N(CCc1ccc(OC)c(OC)c1)C1CC(=O)N(c2ccccc2)C1=O (centres undefined) | 0.0 | 0.6 | 1.1 | 91.1 | 9.4 | 4.0 | 97.9 | 0.7 | 4.8
C=CCOc1cccc(CNn2nnnc2N)c1 | 0.0 | -1.7 | 10.2 | 100.4 | 4.2 | 1.3 | 97.9 | -1.1 | 16.3
COc1ccc(C)cc1NC(=O)C(C)N(c1ccc(C)cc1)S(C)(=O)=O (centres undefined) | 0.0 | 0.0 | -1.1 | 108.9 | -2.5 | 5.0 | x | -1.5 | 4.3

2 entries from above, with each value named.
> CC(=O)Nc1cc(-c2ccccc2)ccc1O
  GRK2 aptamer HTS: 6.0
  Fam108B counter: -6.5
  GLD-1 RNA inh: 1.1
  CIT2 TOR yeast: 93.4
  VLA-4 inh: -16.2
  BCLXL inh: -10.9
  AGP1-GFP MLPCN: 104.8
  MEX-5 binding: -0.8
  MCL1-BIM inh: -15.8
> COc1cc2c(cc1C1C(C#N)=C(N)OC3=C1C(=O)CC(C)(C)C3)OCO2 (centres undefined)
  GRK2 aptamer HTS: 0.0
  Fam108B counter: 0.9
  GLD-1 RNA inh: -2.9
  CIT2 TOR yeast: 105.4
  VLA-4 inh: 13.9
  BCLXL inh: 4.8
  AGP1-GFP MLPCN: 105.1
  MEX-5 binding: -0.1
  MCL1-BIM inh: 8.1
